NR2E3 ag-1 – activates human photoreceptor nuclear receptor NR2E3; Q9Y5X4; GST-NR2E3/biotin-RetCOR TR-FRET, 1536-well; inhibition of corepressor binding, % at 4.78 µM; actives 0.12% (n = 320,000); AID 2300;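 active = percent inhibition above the cutoff of mean plus 3 SD of all tested compounds, set per screening campaign, cut at about 20% in these data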;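 note: 0% = DMSO wells and 100% = biotin wells as full block of FRET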
Target sequence (Q9Y5X4 whole entry, looked up): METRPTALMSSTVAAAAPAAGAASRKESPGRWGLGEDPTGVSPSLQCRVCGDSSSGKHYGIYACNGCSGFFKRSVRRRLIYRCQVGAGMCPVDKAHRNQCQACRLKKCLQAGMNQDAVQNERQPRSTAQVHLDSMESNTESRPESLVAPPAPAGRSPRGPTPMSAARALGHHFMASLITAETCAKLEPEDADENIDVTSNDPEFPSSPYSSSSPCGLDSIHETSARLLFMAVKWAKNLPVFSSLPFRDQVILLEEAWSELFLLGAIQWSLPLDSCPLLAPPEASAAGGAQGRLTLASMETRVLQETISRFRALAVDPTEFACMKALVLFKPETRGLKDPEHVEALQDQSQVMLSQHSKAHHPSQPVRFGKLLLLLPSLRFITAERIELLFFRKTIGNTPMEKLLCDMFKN
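system = GST-tagged NR2E3 plus biotinylated RetCOR corepressor | input = 1.35 nM GST-NR2E3 | also added = 7 nM biotin-RetCOR | schedule = 5 h incubation at 4 °C | measured by = TR-FRET with europium anti-GST and streptavidin-D2, 340 nm excitation | read-out = percent loss of FRET ratio relative to control wells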
HIF-2a block – blocks HIF-2a reporter activity; 786-0 RCC cells HIF-2a reporter, luciferase luminescence, overnight; inhibition, % at 18.8 µM; actives 0.72% (n = 360,000);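 active = inhibition of the luminescence signal of 40% or more relative to plate controls, in a single-dose primary screen at 18.75 µM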
NR2E3 ag-2 – agonists of human NR2E3 nuclear receptor; Q9Y5X4; CHO-S Gal4-NCOR/VP16-NR2E3 two-hybrid, luciferase; inhibition of corepressor binding, % at 3.98 µM; actives 0.35% (n = 360,000); AID 602229;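 active = inhibition above the mean of all tested compounds plus 3 SD, cut at about 70% in these data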;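 note: 0% = DMSO with NR2E3 transfected cells and 100% = cells lacking NR2E3 construct; higher means lower luciferase signal from less NR2E3 corepressor binding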
CF NFkB block – inhibitors of cystic fibrosis induced NF-kB; KKLEB NF-kB-GFP reporter, PAF-induced, GFP fluorescence overnight; inhibition, % at 5 µM; actives 0.86% (n = 360,000); AID 588850;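 active = at least 50% inhibition at 5 µM, scaled per plate between neutral and stimulator controls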;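 note: PAF is a Pseudomonas aeruginosa culture filtrate used as stimulus; plate controls were PAF-stimulated DMSO wells for no effect and unstimulated DMSO wells for full effect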
KKLEB cytotox – reduces viability of KKLEB cystic fibrosis airway cells. AID 602141. actives 0.36% (n = 360,000). activity change (cytotoxicity), % at 5 µM. KKLEB CF airway cells viability, ATPlite luminescence, overnight; hits give low values; cells stimulated with P. aeruginosa culture filtrate;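 active = corrected activity change at or below -50% at 5 µM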
CaV13 ICDI inh – Disruptors of the CACNA1D IQ motif to Ca2+-dependent inactivation inhibitor domain association, primary screening, Förster resonance energy transfer in intact living …; HEK cells, CFP/YFP FRET ICDI-IQ, plate reader, 10 min; percent FRET-ratio fall versus neutral wells; actives 0.098% (n = 340,000); AID 743397; inhibition, % at 12.3 µM;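 active = mean replicate inhibition of at least 30% and at least 1% of replicates passing that level; inconclusive = only one of the two criteria is met; inactive = neither criterion is met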;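 note: 0% = median of the neutral control wells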
Peg3 prom inh – reduces Peg3 promoter-driven luciferase expression in HeLa; AID 588405; inhibition, % at 20 µM; HeLa PEG-Prom luciferase reporter, luminescence, overnight; actives 1.7% (n = 360,000);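 active = inhibition of at least 50% at 20 µM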
TRPM1 prom inh – MITF TRPM1 promoter inhibition in SK-MEL-5 cells | SK-MEL-5 TRPM1 promoter luciferase, 24 h | inhibition, % at 12.5 µM | actives 0.83% (n = 330,000);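 active = mean inhibition across replicates of 60% or more, whatever share of single replicates reaches that level; inconclusive = some that reach 60%, reason not given; inactive = mean inhibition across replicates below 60%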; note: values of inactives mirror those of a sister screen read the other way
PDI inh – inhibitors of human protein disulfide isomerase. P07237. PDI insulin aggregation turbidity, A650, 90 min. inhibition, % at 10 µM. actives 0.052% (n = 350,000). AID 588391;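 active = mean inhibition across replicates of 30% or more, whatever share of single replicates reach that level; inconclusive = mean inhibition below 30% while every single replicate reaches 30%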;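 note: absorbance from insulin aggregation driven by PDI reduction with DTT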
Target sequence (P07237 whole entry, looked up): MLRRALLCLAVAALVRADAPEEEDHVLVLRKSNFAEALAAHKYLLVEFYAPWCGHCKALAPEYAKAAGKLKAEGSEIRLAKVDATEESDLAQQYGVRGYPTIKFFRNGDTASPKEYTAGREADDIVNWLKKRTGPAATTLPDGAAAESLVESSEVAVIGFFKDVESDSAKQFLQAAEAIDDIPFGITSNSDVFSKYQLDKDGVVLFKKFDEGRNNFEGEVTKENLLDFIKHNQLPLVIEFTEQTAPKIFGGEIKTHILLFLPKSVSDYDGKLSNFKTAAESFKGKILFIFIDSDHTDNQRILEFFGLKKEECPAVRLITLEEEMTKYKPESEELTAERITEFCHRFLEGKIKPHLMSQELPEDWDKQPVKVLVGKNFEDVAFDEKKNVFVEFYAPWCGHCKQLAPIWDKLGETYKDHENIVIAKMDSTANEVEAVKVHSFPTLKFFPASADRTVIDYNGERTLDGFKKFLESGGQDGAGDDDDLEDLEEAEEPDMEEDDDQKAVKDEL
Vif imaging – blocks HIV Vif function; AID 602346; inhibition, % at 7.49 µM; HEK293T cells, Vif self-association by quenched fluorescence, imaging, 24 h; actives 0.35% (n = 340,000); in the data active = inhibition above about 50%, passing the limit was not always enough; inconclusive = no clear call, values can overlap the other calls; inactive = below about 31%; note: some results filed as inactive read as strong as hits
Shn3 inh set2 – Schnurri-3 reporter inhibition in Clone20 osteoblasts | Clone20 osteoblast Shn3 3'UTR firefly luciferase, 24 h | inhibition, % at 12.5 µM | actives 0.52% (n = 360,000);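 active = mean inhibition of at least 75% with every replicate also reaching 75%; inconclusive = mean inhibition at least 75% but some replicate below; inactive = mean inhibition below 75%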;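 note: 0% = median of neutral control wells and 100% = pilot-screen positive control compound; some compounds past the cut are filed as inactive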
Active calls of the source: *; ? = inconclusive; . = no result given.

SMILES	NR2E3 ag-1	HIF-2a block	NR2E3 ag-2	CF NFkB block	KKLEB cytotox	CaV13 ICDI inh	Peg3 prom inh	TRPM1 prom inh	PDI inh	Vif imaging	Shn3 inh set2
CCCCCCCCN=Cc1c(O)[nH]c(=O)[nH]c1=O	-1	17	-18	2	1	-5	12	4	10	.	4
CC1CC(C)CN(C(=O)COC(=O)c2cn(C)c3ccccc23)C1 (centres undefined)	2	15	-11	24	-18	-2	13	-1	3	-1	7
COc1cccc(C)c1NC1=NCCO1	.	14	-2	6	0	-7	-2	.	7	3	-3
CC(C)(Cl)[N+](=O)[O-]	1	5	0	-13	-7	.	0	1	.	?	-1
COC(=O)C1=C(c2ccc(F)cc2F)C[C@@H]2CC[C@H]1N2C(=O)N1CCCC1	2	14	-15	12	-6	-2	0	-10	-10	-2	-30
CCCCCCOc1ccc(CN2CCN(C)CC2)cc1	1	-91	-29	17	-16	-7	-139	-19	10	6	-3
CCOc1ccc(-n2c(-c3cccs3)nc3ccccc3c2=O)cc1	2	19	-9	8	-11	-11	13	-5	7	7	21
O=C(COc1ccc2c3c(c(=O)oc2c1)CCC3)N1C[C@H]2C[C@@H](C1)c1cccc(=O)n1C2	-1	-11	-1	-37	10	.	1	1	.	-2	-15
CCN1CCN(Cc2cc(Br)cc(OC)c2O)CC1	7	10	-4	2	2	.	1	2	5	.	2
Cn1c(=O)oc(=O)c2ccccc21	.	6	6	30	-13	-10	7	8	8	-17	5
O[C@H]1C2CCC1C(N1CCCCC1)CC2 (some centres undefined)	0	20	-2	-5	2	.	8	-5	13	4	-19
O=C(N/N=C/c1c(O)n(C2CCCCC2)c(=S)[nH]c1=O)c1ccccc1O	6	-50	-5	-12	5	-16	-23	11	-9	-4	1
CCCN1CCC2(CC1)NC(CO)(CO)CO2	2	16	2	-9	10	.	9	4	5	18	-8
COC(=O)C1=C(c2ccc(F)cc2OCc2ccccc2)C[C@@H]2CC[C@H]1N2C(=O)NCCN1CCOCC1	1	8	17	2	-8	-10	-19	0	7	-4	-24
c1ccc(CN2CCc3nc4ccccc4cc3C2)cc1	-1	-198	-99	6	2	-2	-200	.	-11	-11	-101
Nc1ccc(Br)cc1C(=O)c1ccccc1	0	11	-10	2	-4	-5	20	14	4	-4	-8
COC(=O)C1=C(c2ccc(OC)c(OC)c2)C[C@@H]2CC[C@H]1N2C(=O)N1CCc2cc(OC)c(OC)cc2C1	1	10	-13	13	5	-5	1	-10	5	-4	-3
COc1ccc(C2CN(C)CC2C(=O)c2ccc(C)cc2)cc1Cl (centres undefined)	1	10	-28	-2	2	-6	10	8	-1	0	15
CC1=CC(O)C(O)C2(C)C1CC1OC(=O)C(O)C3C(C)C(O)C4(O)OCC13C42 (centres undefined)	.	35	-16	-5	5	.	68*	11	-5	-6	-15
Cc1cccc(OCC(=O)N2CCN(Cc3ccc([N+](=O)[O-])cc3)CC2)c1	-1	-19	5	10	-4	-7	5	9	3	-1	2
CN1CCN(c2ccccc2N)CC1	2	17	-11	3	0	-6	3	-4	-10	.	-9
C[C@]12CCC3C(CC[C@@H]4C[C@@H](O)CC[C@]34C)C1CC[C@@H]2O (some centres undefined)	.	1	8	13	-17	-5	-8	8	0	3	-4
COC(=O)C1=C(c2ccc(F)cc2F)C[C@@H]2CC[C@H]1N2C(=O)NCCOc1ccccc1Cl	2	10	0	-5	-10	.	12	12	1	-7	3
CCOC(=O)CC1=C(C(=O)OCC)C2(C(=O)N1)C(C(=O)OC)=C(N)Oc1ccccc12 (centres undefined)	1	15	-17	-14	-4	-5	23	12	6	2	-2
O=P1(NCCCn2cc[n+](Cc3nc4ccccc4[nH]3)c2)C=C(c2ccccc2)OC(c2ccccc2)=C1	2	-4	-10	0	5	-4	-17	4	3	8	14

6 successive records from above:
SMILES	NR2E3 ag-1	HIF-2a block	NR2E3 ag-2	CF NFkB block	KKLEB cytotox	CaV13 ICDI inh	Peg3 prom inh	TRPM1 prom inh	PDI inh	Vif imaging	Shn3 inh set2
CCN1CCN(Cc2cc(Br)cc(OC)c2O)CC1	7	10	-4	2	2	.	1	2	5	.	2
Cn1c(=O)oc(=O)c2ccccc21	.	6	6	30	-13	-10	7	8	8	-17	5
O[C@H]1C2CCC1C(N1CCCCC1)CC2 (some centres undefined)	0	20	-2	-5	2	.	8	-5	13	4	-19
O=C(N/N=C/c1c(O)n(C2CCCCC2)c(=S)[nH]c1=O)c1ccccc1O	6	-50	-5	-12	5	-16	-23	11	-9	-4	1
CCCN1CCC2(CC1)NC(CO)(CO)CO2	2	16	2	-9	10	.	9	4	5	18	-8
COC(=O)C1=C(c2ccc(F)cc2OCc2ccccc2)C[C@@H]2CC[C@H]1N2C(=O)NCCN1CCOCC1	1	8	17	2	-8	-10	-19	0	7	-4	-24

(continued)
SMILES	NR2E3 ag-1	HIF-2a block	NR2E3 ag-2	CF NFkB block	KKLEB cytotox	CaV13 ICDI inh	Peg3 prom inh	TRPM1 prom inh	PDI inh	Vif imaging	Shn3 inh set2
C[C@]12CC[C@H](O)C[C@@H]1CC[C@H]1[C@H]3CCC(=O)[C@@]3(C)CC[C@@H]12	.	-4	-36	-41	14	-5	-4	.	4	15	33
O=C(c1ccc(-c2ccccc2)cc1)C1CCCN(Cc2ccn[nH]2)C1 (centres undefined)	-2	-14	-2	-21	0	-5	-19	2	-1	-12	-1
CN(C)CCCN=Cc1c(O)n(CCc2ccc(F)cc2)c(=O)[nH]c1=O	-3	23	-20	-19	-5	-5	7	4	-3	0	0
CN1C(=O)N(C)C(=O)C2(Cc3cc([N+](=O)[O-])ccc3N(C)C2c2ccccc2)C1=O (centres undefined)	-1	15	9	28	-4	-5	6	10	4	-6	35
Cc1cc(O)c2c3c(c(=O)oc2c1)CCC(C)C3 (centres undefined)	-1	-52	34	-10	0	16	-16	6	0	-5	20
O=S(=O)(c1ccccc1)N1CCN2CCCC2C1 (centres undefined)	2	1	-25	-3	10	7	19	3	1	-5	9
COC(=O)CC(=O)c1ccc2c(c1)OCO2	2	-12	-6	-17	1	-10	-6	12	5	-16	-13
Cc1ccc(N2C(=O)NC(=O)/C(=C\C=C\c3ccco3)C2=O)cc1C	-3	76*	7	80*	-38	-5	76*	90*	-10	5	?
BrCCc1ccccc1	3	15	-6	2	-3	.	-4	6	.	14	9
CC(C)(C)C(=O)c1cn(Cc2ccccc2)c2ccccc12	3	12	-22	22	-11	3	24	-5	4	0	-16
COC(=O)C1=C(c2ccccc2)C[C@@H]2CC[C@H]1N2C	1	11	-17	-51	2	-12	-5	0	16	-3	-10
COc1ccc2c(c1OC)CN1CCc3cc4c(cc3[C@H]1C2)OCO4	0	-34	-24	-29	5	.	-29	-10	-1	-1	19
CSCCC(c1nnnn1C1CCCCC1)N1CCC(n2c(=O)[nH]c3ccccc32)CC1 (centres undefined)	.	-15	5	33	2	-5	46	.	.	21	17
O=C(COc1ccc(Cl)cc1)N(c1ccc(Cl)cc1)C1CN2CCC1CC2 (centres undefined)	1	1	8	9	-3	-6	17	9	8	1	-2
Cc1cccc(C)c1-n1nnnc1C(C1CC1)N1CCC(n2c(=O)[nH]c3ccccc32)CC1 (centres undefined)	.	-7	-10	-34	11	-5	51*	.	.	0	7
CCN(CC)S(=O)(=O)c1ccc(C(=O)NC2CN3CCC2CC3)cc1 (centres undefined)	0	4	-36	12	2	-3	0	-18	-1	-6	-6
CC(=C1C(=O)c2ccccc2C1=O)N1CCN(CCN=Cc2c(O)n(C)c(=O)n(C)c2=O)CC1	1	9	-1	2	3	-3	-4	8	13	1	-31
C/C1=C\[C@@H](C)C/C=C/[C@H]2[C@@H]3O[C@]3(C)[C@@H](C)[C@H]3[C@H](Cc4c[nH]c5ccccc45)NC(=O)[C@]32C(=O)/C=C/C(=O)[C@@H]1O	1	76*	29	73*	-53*	.	98*	.	.	36	88*
O=C1c2ccccc2-n2nncc2C2c3cc(Br)ccc3CCN12 (centres undefined)	.	14	-11	-28	5	-6	-5	.	.	2	-33
Cc1nc2cc(-c3cccc(F)c3)nn2c(C)c1CCC(=O)N1CCC2(CC1)OCCO2	1	75*	6	-6	6	-5	-51	6	-9	-4	36
Cc1c(C(c2ccc(F)cc2)c2c(O)c3ccccc3oc2=O)c(=O)n(-c2ccccc2)n1C (centres undefined)	1	6	-23	-10	4	-1	2	2	-3	7	1
COc1ccc(C(CC(C)=O)c2c(O)c3ccccc3oc2=O)cc1OC (centres undefined)	.	2	-23	-14	13	-5	-6	.	2	6	-21
COC(=O)C1=C(c2ccc(C(C)=O)cc2)C[C@@H]2CC[C@H]1N2C(=O)NCc1ccco1	5	7	-19	-3	9	-12	-3	-1	3	-4	-3
CN1C(=O)NC(=O)/C(=C/c2ccc(C(=O)O)cc2)C1=O	1	15	-10	-2	-11	-6	-8	-2	-3	14	.
COc1cc(/C=C/c2nc3ccccc3c(=O)n2-c2ccccc2O)ccc1O	2	-8	-26	-57	14	-35	-13	3	-2	6	-24
CCCC1COC(Cn2cncn2)(c2ccc(Cl)cc2Cl)O1 (centres undefined)	2	9	-8	25	-22	-4	7	13	3	-15	12
CC(=O)OC1C2CCC1C(N1CCCCC1)CC2 (centres undefined)	-2	20	-6	-4	-10	-7	18	-9	6	5	-5
Cc1nc2ccccc2c(=O)n1-c1nccs1	.	-27	-12	-18	5	-10	-21	.	.	1	-13

As entered above.
Vif imaging, C[C@]12CC[C@H](O)C[C@@H]1CC[C@H]1[C@H]3CCC(=O)[C@@]3(C)CC[C@@H]12 is entered as 15
PDI inh, Cc1ccc(N2C(=O)NC(=O)/C(=C\C=C\c3ccco3)C2=O)cc1C is entered as -10

Source: PubChem BioAssay

Some of the compounds tested. The share of hits here may be higher or lower than overall.
